NCI-60 one-dose screen, 48 h, at 10 µM unless noted. Numbers give growth in % (100 = growth as untreated, 0 = no growth, -100 = all killed).
HCT-116 = HCT-116 colon cancer; actives 7.3% (n = 82,000)
HT29 = HT29 colon cancer; actives 7.4% (n = 81,000); AID 1794748
SW-620 = SW-620 colon cancer | actives 5.2% (n = 82,000) | AID 1794795
NCI-H226 = NCI-H226 lung cancer; actives 3.5% (n = 79,000); AID 1794732
HCT-15 = HCT-15 colon cancer | actives 5.2% (n = 82,000)
COLO 205 = COLO 205 colon cancer. actives 7.3% (n = 79,000). AID 1794742
NCI-H322M = NCI-H322M lung cancer; actives 2.7% (n = 80,000); AID 1794733
NCI-H460 = NCI-H460 lung cancer; actives 6.8% (n = 82,000)
KM12 = KM12 colon cancer cells; actives 5% (n = 82,000); AID 1794800
* marks the source's active call; other numbers are inactive results; nt = no result given. Rule for the calls: active = growth percent below 10; inactive = the rest.

1. O=C(Nc1ncc(Cc2ccccc2)s1)C1CCCCC1
2. Cc1ccc(C(SCC(N)C(=O)O)(c2ccccc2)c2ccc(C)cc2)cc1 (stereo not drawn)
3. COc1cc(OC)cc(C(=O)Cl)c1
4. O=[N+]([O-])c1ccc(-c2ccc(Br)cc2)cc1
5. CC1(C)CC[C@]2(C(=O)O)CC[C@]3(C)C(=CC[C@@H]4[C@@]5(C)C/C(=C/c6ccccn6)C(=O)C(C)(C)[C@@H]5CC[C@]43C)[C@@H]2C1
6. CC(=O)[C@H]1CC[C@H]2[C@@H]3CC[C@H]4CC(=O)CC[C@@H]4[C@H]3CC[C@]12C
Screen / compound no.	1	2	3	4	5	6
HCT-116	93.7	6.5*	102.5	106.9	51.1	85.9
HT29	98.1	1.7*	115.4	75.1	85.2	82.4
SW-620	104.3	15.9	98.7	106.2	74.2	99.0
NCI-H226	108.3	56.3	88.9	94.5	90.1	96.3
HCT-15	90.9	20.1	98.9	94.9	67.3	93.4
COLO 205	112.4	-3.1*	111.8	114.0	108.8	104.6
NCI-H322M	101.3	29.4	nt	107.4	83.7	107.4
NCI-H460	106.7	9.2*	103.1	109.5	72.3	94.3
KM12	100.5	2.6*	106.7	105.4	60.3	111.9

7. CCCCCCCNCCCCCC
8. O=c1[nH]c2ccccc2c(-c2ccccc2)c1O
9. CCN(CC)CCOc1ccc(-c2nc3cc(Cl)ccc3s2)cc1
10. CC(C)=NO
11. FC(F)(F)c1cccc(N=Nc2cccc(C(F)(F)F)c2)c1
12. CC(=O)N[C@H](Cc1ccccc1)C(=O)N[C@H](CS)C(=O)N[C@@H](CCCCN)C(=O)N[C@@H](C)C(=O)N[C@H](Cc1ccccc1)C(=O)N[C@H](CCCNC(=N)N)C(=O)N[C@H](CCCNC(=N)N)C(=O)N[C@H](CCCNC(=N)N)C(=O)N[C@H](CCCNC(=N)N)C(=O)N[C@H](CCCNC(=N)N)C(=O)N[C@H](CCCNC(=N)N)C(=O)N[C@H](CCCNC(=N)N)C(=O)N[C@H](CCCNC(=N)N)C(N)=O
Screen / compound no.	7	8	9	10	11	12
HCT-116	81.7	101.1	-69.3*	110.0	92.9	100.8
HT29	96.7	105.1	-100.0*	101.8	101.9	111.3
SW-620	90.4	99.0	-52.9*	100.2	101.8	103.7
NCI-H226	101.0	83.7	65.2	113.1	105.4	98.2
HCT-15	98.6	100.0	-71.9*	nt	67.6	104.4
COLO 205	99.6	99.7	-73.9*	112.2	103.3	109.2
NCI-H322M	94.1	98.3	28.3	124.3	100.9	112.8
NCI-H460	109.3	102.3	-64.6*	110.7	79.2	103.8
KM12	98.4	98.3	-99.2*	102.3	84.8	105.1

13. CCCC(N)(C(=O)O)C1CCCC1 (stereo not drawn)
14. COc1ccc2c(c1)c(CC(=O)NCCOCCOCC(=O)Nc1ccc(OC)c(C(N)=O)c1O)c(C)n2C(=O)c1ccc(Cl)cc1
15. CCn1c2ccccc2c2cc(Nc3ccc(O)cc3)ccc21
16. CC(O)C1Cc2ccccc2C(=O)O1 (stereo not drawn)
17. CC(C)(Br)C(=O)Nc1ccccc1
18. Cc1c(CN(C)C)cc(C(C)C)cc1C(C)C
Screen / compound no.	13	14	15	16	17	18
HCT-116	103.5	93.9	86.7	102.7	102.7	104.0
HT29	104.1	101.7	96.1	113.6	106.8	86.4
SW-620	102.5	99.4	94.2	112.1	102.5	104.2
NCI-H226	106.3	91.5	88.5	124.8	103.0	93.5
HCT-15	97.8	95.5	67.4	103.6	98.7	112.8
COLO 205	105.0	109.2	104.6	136.3	106.9	131.3
NCI-H322M	96.1	92.7	98.9	112.1	110.1	128.5
NCI-H460	103.5	101.1	90.3	112.2	102.7	110.6
KM12	110.9	99.4	83.8	102.8	107.7	114.0

19. COc1ccc2nc(/C=C/c3ccc(N(C)C)cc3)sc2c1
20. CCOC(OCC)C(=O)c1ccccc1
21. COc1cc(/C=C/CO)cc(OC)c1O[C@@H]1O[C@H](CO)[C@@H](O)[C@H](O)[C@H]1O
22. COc1cc(NCCCC2CCCCN2)c2ncccc2c1OC (stereo not drawn)
23. O=c1[nH]cc(CN2CCOCC2)c(=O)[nH]1
24. CO[C@H]1C[C@H](O[C@H]2[C@H](C)[C@@H](OC3O[C@H](C)C[C@H](N(C)C)[C@H]3OC(C)=O)[C@@H](C)C[C@]3(CO3)C(=O)[C@H](C)[C@@H](OC(C)=O)[C@@H](C)[C@@H](C)OC(=O)[C@@H]2C)O[C@@H](C)[C@@H]1OC(C)=O (stereo partly drawn)
Screen / compound no.	19	20	21	22	23	24
HCT-116	105.1	108.3	95.8	86.6	110.0	101.6
HT29	93.3	92.7	100.4	102.1	115.0	115.4
SW-620	93.6	92.3	94.0	90.3	109.0	99.3
NCI-H226	99.5	98.9	86.2	107.7	107.3	99.7
HCT-15	93.8	103.9	101.1	90.2	109.3	110.5
COLO 205	144.5	103.8	106.9	93.2	110.6	117.8
NCI-H322M	99.6	100.2	107.2	88.6	100.2	103.9
NCI-H460	110.0	99.7	103.1	93.9	122.8	110.4
KM12	103.9	99.4	104.5	85.7	114.0	108.0

25. c1ccc2c(c1)ccc1c(C3CO3)cccc12 (stereo not drawn)
26. Cc1ccc(S(=O)(=O)/C(=C\c2ccc(Cl)cc2)C(=O)c2ccc3ccccc3c2)cc1
27. CCOC(=O)C(/C=N/C(=S)Nc1ccc(S(=O)(=O)Nc2ccccn2)cc1)=C(/O)c1ccccc1
28. C/C=C(C)/C=N/Nc1nc(-c2ccc(Cl)cc2)cs1
29. N#Cc1cccc(CN2CCC3=C(C2)C(=O)N(Cc2ccc(Cl)cc2)C2=NCCCN23)c1
30. Cc1cccc(NC(=O)Nc2ccc(Oc3ccc(=O)[nH]n3)cc2)c1
Screen / compound no.	25	26	27	28	29	30
HCT-116	108.4	99.8	97.2	89.2	22.5	93.8
HT29	112.6	110.7	111.5	104.5	28.0	89.0
SW-620	87.3	104.4	105.3	94.8	36.1	100.0
NCI-H226	114.1	96.2	106.6	90.9	39.9	93.8
HCT-15	94.6	101.3	94.5	93.6	16.6	95.5
COLO 205	113.2	110.0	105.8	103.1	-31.0*	105.6
NCI-H322M	118.0	97.3	108.4	96.8	48.8	103.7
NCI-H460	107.2	104.6	106.0	92.4	18.9	105.5
KM12	103.9	104.4	101.7	97.8	38.8	93.3

31. Cn1cc(-c2csc(-c3cn(CCCN4CCOCC4)c4ccc(F)cc34)n2)c2cccnc21
32. NC(=O)c1ccc[n+]([C@@H]2O[C@H](COP(=O)([O-])OP(=O)(O)OC[C@H]3O[C@@H](n4cnc5c(N)ncnc54)[C@H](O)[C@@H]3O)[C@@H](O)[C@H]2O)c1
33. S=C(Nc1ccc(Cl)cc1)Nc1ccc(Nc2ncnc3sc4c(c23)CCN(Cc2ccccc2)C4)cc1
34. Cc1ccc(C2CC(c3nc(-c4ccc(Cl)cc4)oc3C)=NN2C(=O)c2ccncc2)cc1 (stereo not drawn)
35. NC(C/[N+]([O-])=N/O)C(=O)O (stereo not drawn)
36. CC(=O)C(Cc1ccc(CC(C(C)=O)C(C)=O)cc1)C(C)=O
Screen / compound no.	31	32	33	34	35	36
HCT-116	72.3	94.7	100.0	94.8	104.7	94.0
HT29	2.0*	105.6	90.5	86.9	106.3	110.9
SW-620	61.0	106.7	103.9	93.4	104.7	110.2
NCI-H226	51.9	117.2	96.2	88.3	93.3	104.9
HCT-15	27.1	97.3	90.2	83.7	95.6	101.5
COLO 205	51.3	112.9	113.1	107.0	109.8	114.3
NCI-H322M	79.0	113.3	95.5	93.3	127.0	106.8
NCI-H460	41.0	104.2	103.0	92.7	98.6	112.2
KM12	34.3	101.4	104.1	88.3	119.2	111.6

37. O=C1CSC(=O)N1Cc1cc2ccccc2nc1Cl
38. Clc1ccc(Nc2nnc(-c3c[nH]c4ccccc34)o2)cc1
39. CCCCN(CCCC)CC(C)(C)C(O)c1ccc(OC)c2ccccc12 (stereo not drawn)
40. Cc1ccc(-n2c(-c3ccccc3)c(-c3ccccc3)c3c(SCC(=O)N/N=C/c4ccc([N+](=O)[O-])cc4)ncnc32)cc1
41. O=S(=O)(c1ccc(Cl)cc1)N(CCO)CCO
42. Cc1ccc(Cn2c(C)ccc2C)cc1
Screen / compound no.	37	38	39	40	41	42
HCT-116	106.0	79.5	3.5*	85.5	96.5	92.2
HT29	106.9	88.6	9.1*	101.9	95.5	101.3
SW-620	102.9	86.1	33.4	95.1	102.9	99.9
NCI-H226	102.1	66.7	51.7	82.4	97.1	nt
HCT-15	101.1	40.4	59.1	89.7	106.1	83.1
COLO 205	108.9	115.7	71.0	101.8	108.3	108.5
NCI-H322M	107.9	91.3	44.9	98.3	111.7	94.2
NCI-H460	106.0	83.0	39.1	99.6	104.6	104.3
KM12	101.4	36.0	45.1	89.2	108.2	94.7

43. COc1ccc(C2=NN(C(=O)[C@H]3[C@@H](c4cc(Cl)ccc4OCC(=O)O)c4sc(=O)[nH]c4S[C@@H]3C)C(c3ccc4ccccc4c3)C2)cc1 (stereo partly drawn)
44. CC(N)CC1CC2CCC1C2 (stereo not drawn)
45. C/C=C/C(=O)OCCCc1ccccc1
46. Nc1c(Cl)ncnc1Nc1ccc(C(=O)O)cc1
47. CS(=O)(=O)c1ccc(N2N=C(c3ccc(Cl)cc3)CCC2=O)cc1
48. COc1ccc(C2OC(=O)C(O)=C2I)cc1OC (stereo not drawn)
Screen / compound no.	43	44	45	46	47	48
HCT-116	102.0	109.4	105.9	107.7	86.9	100.4
HT29	108.6	100.8	105.5	nt	86.0	114.1
SW-620	103.8	112.6	98.9	104.3	79.3	113.2
NCI-H226	100.9	102.9	112.0	110.4	98.0	98.4
HCT-15	107.1	105.0	95.3	99.1	73.2	94.5
COLO 205	119.2	135.5	104.7	107.1	105.9	114.3
NCI-H322M	104.2	109.5	100.0	136.7	nt	86.6
NCI-H460	104.1	114.1	105.2	105.2	93.1	115.1
KM12	103.4	120.5	102.3	98.3	62.1	99.8

49. O=C(Nc1ccccc1)OCc1ccco1
50. COc1cc(/C=C/C(=O)/C=C/c2ccc(-n3ccnc3)cc2)ccc1O
51. COc1ccc(C2C=C(C)N=C3SC=C(C)N32)cc1OC (stereo not drawn)
52. O=C1c2cccc3cccc(c23)C(=O)N1Nc1nc(N2CCOCC2)nc(N2CCN(Cc3ccccc3)CC2)n1
53. CCOC(=O)C(CCSC)(CCN(C)Cc1ccccc1)C(=O)OCC
54. NC(CSC(c1ccccc1)(c1ccccc1)c1ccc(-c2ccccc2)cc1)C(=O)O (stereo not drawn)
Screen / compound no.	49	50	51	52	53	54
HCT-116	104.6	97.5	108.1	91.2	95.8	81.7
HT29	108.7	3.5*	100.8	120.7	90.4	104.6
SW-620	97.6	8.7*	105.0	100.7	101.0	98.8
NCI-H226	107.7	77.9	102.4	89.1	98.1	101.8
HCT-15	94.2	82.2	102.8	94.0	94.9	92.2
COLO 205	129.2	52.4	114.6	118.8	127.6	117.9
NCI-H322M	93.2	94.8	118.4	96.1	nt	nt
NCI-H460	104.9	76.4	108.7	100.0	106.0	nt
KM12	104.8	-42.4*	110.2	100.8	101.7	91.4

Some of the entries so far, field by field.
4. O=[N+]([O-])c1ccc(-c2ccc(Br)cc2)cc1
  HCT-116 = 106.9	HT29 = 75.1	SW-620 = 106.2	NCI-H226 = 94.5	HCT-15 = 94.9	COLO 205 = 114.0	NCI-H322M = 107.4	NCI-H460 = 109.5	KM12 = 105.4

10. CC(C)=NO
  HCT-116 = 110.0	HT29 = 101.8	SW-620 = 100.2	NCI-H226 = 113.1	HCT-15 = nt	COLO 205 = 112.2	NCI-H322M = 124.3	NCI-H460 = 110.7	KM12 = 102.3

(further entries)
55. O=C(c1ccc(Cl)cc1)c1ccccc1Cl
56. COc1cc(C2CC(c3ccccc3)=NN2C=O)ccc1Oc1nc2c(c(=O)n(C)c(=O)n2C)n1C (stereo not drawn)
57. CCC(CC)C(=O)OC(C)COc1ccc(C(C)CC)cc1 (stereo not drawn)
58. COc1ccc2c(ccc[n+]2C)c1
59. COc1ccc(-c2nc(-c3nc4cc(C)c(C)cc4[nH]3)c3ccccn23)cc1
60. O=C(/C=C/c1ccccc1)c1ccc(N=Cc2ccccc2)cc1
Screen / compound no.	55	56	57	58	59	60
HCT-116	87.9	79.9	84.8	99.8	53.0	97.6
HT29	101.0	69.9	89.3	93.0	23.0	92.9
SW-620	120.5	97.9	106.8	100.7	86.8	110.7
NCI-H226	99.9	79.0	89.4	109.8	72.2	100.9
HCT-15	95.8	87.9	108.8	93.5	56.6	79.9
COLO 205	nt	105.1	99.9	111.3	60.3	121.9
NCI-H322M	97.9	55.4	104.8	105.1	73.0	83.9
NCI-H460	103.1	91.3	107.1	105.9	84.0	102.3
KM12	118.9	74.7	102.7	90.6	nt	78.1

61. CC(C)(C)CC(C)(C)Nc1nc(NC(C)(C)CC(C)(C)C)nc(NC(C)(C)CC(C)(C)C)n1
62. COc1ccc2cc(CCC(C)=O)ccc2c1
63. Cc1ccc(-c2c(C#N)c(N)nc3c2CCCC3C)cc1 (stereo not drawn)
64. C=CCn1c2c(c3ccccc31)CC1CN(c3ccc(OC)cc3)C(=O)C1C2C(=O)O (stereo not drawn)
65. NC(N)=Nc1ccc(Oc2cccc(NC(N)=Nc3ccc(Cl)c(C(F)(F)F)c3)c2)cn1
66. OC1C2COC(O2)C(O)C1O (stereo not drawn)
Screen / compound no.	61	62	63	64	65	66
HCT-116	79.7	104.1	85.9	94.8	15.8	120.7
HT29	71.1	102.9	95.4	113.7	28.9	117.7
SW-620	95.7	110.9	100.8	101.1	38.5	104.4
NCI-H226	98.7	102.2	99.9	98.9	71.9	103.5
HCT-15	86.3	103.7	90.9	100.4	85.8	120.3
COLO 205	96.6	115.0	136.0	113.8	22.7	125.6
NCI-H322M	88.8	99.7	113.3	99.0	37.9	103.0
NCI-H460	98.6	112.9	96.0	101.8	19.9	114.3
KM12	90.3	101.2	116.3	99.4	24.7	103.9
